# Compound activity: PubChem, several laboratories
# Rac1 wt modul = modulators of human Rac1 wildtype GTP binding. GST-Rac1 beads, fluorescent GTP binding, flow cytometry; actives lie on both sides; 0 = cold GTP competed, 100 = untreated. GTP binding activity (% of control), % at 10 µM. hit rate 0.27% among 190,000. P63000;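 active means GTP binding activity at least 20 points away from the 100% control level, either lower or higher; inconclusive means compound flagged as likely green fluorescent, judged across all proteins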
# HRas wt GTP bind = modulators of GTP binding to human HRas wildtype. GST-Ras wt beads, Bodipy-FL-GTP binding, flow cytometry; actives lie on both sides. GTP binding activity, % at 10 µM. hit rate 0.14% among 190,000. AID 759;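 active means GTP binding activity at least 20% away from the 100% baseline, either lowered as inhibitor or raised as activator; inconclusive means flagged as likely green fluorescent, judged across all proteins in the well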;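 further: 0% = unlabeled GTP competition control and 100% = no-compound control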
# Target sequence (P01112 whole entry, looked up): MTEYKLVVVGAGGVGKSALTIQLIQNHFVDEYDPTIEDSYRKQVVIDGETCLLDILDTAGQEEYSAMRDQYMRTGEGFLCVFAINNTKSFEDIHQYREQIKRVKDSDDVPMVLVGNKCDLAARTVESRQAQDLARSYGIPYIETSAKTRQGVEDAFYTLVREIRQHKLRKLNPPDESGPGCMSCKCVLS
# Rac1 mut GTP = alters GTP binding to activated mutant human Rac1 | P63000 | hit rate 0.11% among 190,000 | percent activity (GTP binding), % at 10 µM | GST-Rac1 activated beads, fluorescent GTP binding, flow cytometry; actives lie on both sides; 100% means binding = to untreated wells;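 active means GTP binding at least 20 percentage points away from the 100% baseline, in either direction, so actives lie on both sides; inconclusive means Compound likely fluorescent itself, or too few beads counted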
# Rab7 wt modul = modulators of GTP binding to dog Rab7 wildtype GTPase; GST-Rab7 beads, fluorescent GTP binding, flow cytometry; actives lie on both sides; untreated = 100%, excess cold GTP = 0%; GTP binding activity (percent of control), % at 10 µM; hit rate 0.055% among 190,000; AID 758;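 active means fluorescent GTP binding to Rab7 beads changed by at least 20 points from the 100% baseline, either direction, mostly lower; inconclusive means compound itself probably fluorescent, or too few beads counted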;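 further: median green fluorescence of bound Bodipy-FL-GTP per Rab7 bead population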
# Pf gamet viab = inhibitors of late stage P. falciparum gametocyte viability; P. falciparum stage V gametocytes, ATP luminescence, 24 h; inhibition, % at 10.9 µM; hit rate 0.065% among 150,000; AID 743093;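 active means inhibition above the mean plus 3 SD of compounds within the control limits, set per campaign, cut at about 38% in these data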;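 further: 0% = DMSO wells and 100% = medium only without gametocytes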
# ABCG2 inh = blocks JC-1 efflux by human ABCG2 transporter; Q9UNQ0; IgMXP3 cells, flow cytometry; inhibition, % at 6.6 µM; hit rate 0.1% among 190,000; AID 1325;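 active means inhibition above 80%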;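 further: 0% = DMSO and 100% = nicardipine control wells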
# Target sequence (Q9UNQ0 whole entry, looked up): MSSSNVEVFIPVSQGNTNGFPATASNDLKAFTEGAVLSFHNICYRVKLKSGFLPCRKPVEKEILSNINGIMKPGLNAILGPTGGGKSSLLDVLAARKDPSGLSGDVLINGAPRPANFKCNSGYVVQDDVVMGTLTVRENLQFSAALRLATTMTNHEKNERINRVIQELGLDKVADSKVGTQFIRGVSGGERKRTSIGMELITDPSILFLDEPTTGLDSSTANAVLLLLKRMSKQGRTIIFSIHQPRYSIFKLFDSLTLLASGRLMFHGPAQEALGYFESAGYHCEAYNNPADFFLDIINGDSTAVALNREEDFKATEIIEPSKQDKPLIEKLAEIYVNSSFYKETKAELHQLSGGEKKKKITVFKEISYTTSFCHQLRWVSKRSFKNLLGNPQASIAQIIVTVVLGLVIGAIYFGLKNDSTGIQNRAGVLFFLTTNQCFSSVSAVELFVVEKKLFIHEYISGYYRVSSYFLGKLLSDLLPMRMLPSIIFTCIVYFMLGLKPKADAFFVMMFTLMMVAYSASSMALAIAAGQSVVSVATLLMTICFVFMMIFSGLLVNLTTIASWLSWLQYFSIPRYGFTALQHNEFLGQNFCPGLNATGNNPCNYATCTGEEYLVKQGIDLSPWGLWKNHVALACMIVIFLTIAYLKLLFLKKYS
#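 test system = two drug-resistant human cell lines, ABCG2 and ABCB1 | amount = 3 million cells/mL final, two lines in 1:1 ratio | reagent = JC-1 transporter substrate | doses = one concentration, 6.6 µM final | incubation = 10 min at 25 °C | signal = flow cytometric JC-1 green MFI at 530 nm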
# ABCB1 inh = blocks JC-1 efflux by human ABCB1 transporter; P08183; CCRF-Adr cells, flow cytometry; inhibition, % at 6.6 µM; hit rate 0.067% among 190,000; AID 1326; in the data active means inhibition above about 40%;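 further: 0% = vehicle and 100% = reference inhibitor; higher value means more JC-1 retained so stronger ABCB1 efflux block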
# Avidin fluor = compound fluoresces at 488/530 nm on avidin beads; compound fluorescence 488/530 nm, flow cytometry; active compounds read high; fluorescence (KMESF) at 10 µM; hit rate 0.38% among 220,000; in the data active means fluorescence above about 47; further: inactives centre near 10
# Rab2 wt GTP = changes GTP binding to wildtype dog Rab2A, up or down; P61105; GST-Rab2 wt beads, Bodipy-GTP binding, flow cytometry; GTP binding activity, % at 10 µM; hit rate 0.19% among 190,000;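 active means GTP binding activity at least 20 points away from 100%, either lowered or raised; inconclusive means signal likely due to the compound's own green fluorescence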;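 further: 0% = beads with excess unlabeled GTP and 100% = no-compound control corrected for plate trend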
# GSH fluor = GSH bead compound fluorescence profile. AID 1776. hit rate 0.25% among 190,000. fluorescence (KMESF) at 10 µM. GSH beads flow cytometry, compound fluorescence 488/530 nm; active compounds read high; in the data active means fluorescence above about 89;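 further: glutathione beads carrying GST-tagged Bcl family fusion proteins plus one bare bead set; values are compound well signal with DMSO vehicle wells as background; inactives centre near 16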
# Cdc42 wt = human Cdc42 wildtype GTP binding change, either direction; P60953; GST-Cdc42 beads, Bodipy-GTP binding, flow cytometry; actives lie on both sides; percent activity (GTP binding), % at 10 µM; hit rate 0.2% among 190,000; AID 761;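 active means percent activity GTP binding at least 20 points away from the 100% baseline, either down as inhibitor or up as activator; inconclusive means compound flagged as likely green fluorescent from well-wide comparison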;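 further: median bead fluorescence of bound Bodipy-FL-GTP at 100 nM; 0% = excess unlabeled GTP control and 100% = no compound control; below 100% means less GTP binding so inhibitor and above means activator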
# Target sequence (P60953 whole entry, looked up): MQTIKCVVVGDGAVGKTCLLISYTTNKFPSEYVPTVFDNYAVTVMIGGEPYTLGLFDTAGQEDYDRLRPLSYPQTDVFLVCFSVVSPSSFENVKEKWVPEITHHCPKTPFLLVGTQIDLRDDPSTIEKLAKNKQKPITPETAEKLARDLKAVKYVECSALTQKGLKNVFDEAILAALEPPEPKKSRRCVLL
# Numbers without * were called inactive; ? = inconclusive; nt = not tested or not shown.
1) CC(=O)Nc1ncc(Cc2cccc(Cl)c2Cl)s1
2) CN(CC(=O)Nc1ccccc1C(F)(F)F)C(=O)COc1ncnc2ccccc12
3) Nn1c(Cc2ccccc2F)n[nH]c1=S
4) Cc1ccc(-c2nn(-c3ccccc3)cc2C(=O)N2CCOCC2)cc1
5) O=C(CSc1nnc(Cc2cc(=O)[nH]c(=O)[nH]2)n1-c1ccc(Cl)cc1)NC1CCCC1
6) CCCCSc1nc(C)cc(NC(=S)Nc2ccc(OC)cc2)n1
7) COc1ccc(C2C(C(=O)c3ccc(C)o3)=C(O)C(=O)N2c2cc(C)on2)cc1OC (stereo not given)
8) CCCCN1C2CCCC1CC(NC(=O)C1CCCCC1)C2 (stereo not given)
Compound,1,2,3,4,5,6,7,8
GSH fluor,17,10,12,17,22,26,25,15
Rac1 mut GTP,91.0,94.0,94.0,100.0,98.0,100.0,100.0,97.0
Avidin fluor,11,16,12,24,7,4,11,6
Rab7 wt modul,100.0,100.0,94.0,101.0,101.0,99.0,98.0,96.0
Rab2 wt GTP,93.0,96.0,95.0,101.0,98.0,99.0,100.0,97.0
Rac1 wt modul,93.0,92.0,94.0,103.0,105.0,104.0,109.0,103.0
ABCG2 inh,3.0,-0.1,2.9,13.5,1.0,1.9,9.7,-1.6
Cdc42 wt,91.0,93.0,95.0,103.0,100.0,102.0,105.0,98.0
ABCB1 inh,0.2,-0.2,1.6,1.5,0.4,0.1,1.6,-0.5
Pf gamet viab,3.2,-0.7,nt,-10.7,nt,nt,nt,19.3
HRas wt GTP bind,95.0,94.0,96.0,101.0,101.0,100.0,102.0,101.0

9) COc1ccc(CN(Cc2cc3cc(C)ccc3[nH]c2=O)C(=O)N(C)C)cc1
10) Cc1cc(C)n(-c2ccc(C(=O)Nc3cccc([N+](=O)[O-])c3)cc2)n1
11) C=CCNC(=O)COc1cc(C)ccc1C
12) CCOc1ccccc1NC(=O)C1CCCN(S(=O)(=O)c2c(C)[nH]c(=O)[nH]c2=O)C1 (stereo not given)
13) COc1cccc(C(=O)Nc2ccc(C3CC3(Cl)Cl)cc2)c1 (stereo not given)
14) COc1ccc(-c2ccnc(-c3ccc(OCCCF)cc3)n2)cc1
15) CCCCNC(=O)Oc1cccc(N2CCCC2=O)c1
16) C=C(C)CNC(=S)Nc1cccc2cnccc12
Compound,9,10,11,12,13,14,15,16
GSH fluor,15,14,2,15,17,33,17,15
Rac1 mut GTP,92.0,92.0,97.0,99.0,96.0,93.0,96.0,99.0
Avidin fluor,13,9,13,7,8,14,35,21
Rab7 wt modul,96.0,98.0,101.0,100.0,97.0,90.0,100.0,96.0
Rab2 wt GTP,91.0,92.0,98.0,99.0,99.0,93.0,99.0,96.0
Rac1 wt modul,91.0,90.0,103.0,100.0,99.0,93.0,98.0,104.0
ABCG2 inh,-0.2,1.8,3.2,-0.2,5.2,23.0,0.3,-0.9
Cdc42 wt,95.0,86.0,99.0,101.0,97.0,93.0,99.0,103.0
ABCB1 inh,0.0,0.4,0.2,0.0,0.5,1.4,0.0,-0.2
Pf gamet viab,nt,-18.4,-9.8,nt,0.4,3.0,nt,-6.5
HRas wt GTP bind,94.0,92.0,99.0,100.0,98.0,95.0,99.0,100.0

17) CC(=O)NCCn1c(SCc2ccc(C)cc2)nc2ccccc2c1=O
18) COc1ccccc1NCCC(=O)OCC(=O)NCc1ccco1
19) COCCNc1c(-c2ccc(OC)cc2)nc2ccc(Cl)cn12
20) CN1/C(=C\C(=O)c2cccs2)C(C)(C)c2ccccc21
21) Cc1nc2c(c(C)c1C#N)C(=O)c1ccccc1-2
22) CCOc1ccccc1NC(=O)CSc1c(C)n[nH]c1C
23) CCCCn1c(SCc2ccccn2)nc2c1c(=O)n(C)c(=O)n2C
24) Cc1ccccc1NC(=S)N(CCCN1CCC(C)CC1)Cc1ccco1
Compound,17,18,19,20,21,22,23,24
GSH fluor,24,9,18,8,5,13,18,13
Rac1 mut GTP,102.0,98.0,94.0,97.0,98.0,102.0,95.0,103.0
Avidin fluor,33,5,11,5,5,6,23,11
Rab7 wt modul,104.0,101.0,98.0,101.0,99.0,99.0,94.0,100.0
Rab2 wt GTP,102.0,100.0,95.0,94.0,96.0,102.0,99.0,103.0
Rac1 wt modul,100.0,101.0,97.0,101.0,98.0,107.0,102.0,106.0
ABCG2 inh,5.8,9.5,5.6,10.3,24.6,0.8,2.7,3.0
Cdc42 wt,99.0,100.0,95.0,99.0,99.0,100.0,98.0,101.0
ABCB1 inh,1.7,0.0,1.3,0.8,2.3,0.2,2.1,0.1
Pf gamet viab,9.1,nt,27.9,nt,nt,nt,nt,nt
HRas wt GTP bind,103.0,100.0,96.0,97.0,99.0,102.0,96.0,105.0

25) Cc1c(NC(=O)c2ccc(N3CCCC3)c([N+](=O)[O-])c2)cccc1-c1nc2ccccc2s1
26) O=C(Oc1cccc(NC(=O)c2ccco2)c1)c1cccc(S(=O)(=O)N2CCCC2)c1
27) O=C(NNS(=O)(=O)c1ccc(Cl)cc1)C1CCN(Cc2ccccc2)CC1
28) FC(F)(F)c1nnc(-c2ccccc2)nc1Oc1ccccc1
29) COc1ccc(C(=O)N2c3ccc(F)cc3CCC2C)cc1OC (stereo not given)
30) S=C(NCCCN1CCOCC1)N1CCN(c2nc(-c3ccc(Cl)cc3)cs2)CC1
31) COc1ccc(-c2[nH]nc3oc(=O)cc(C)c23)cc1
32) Cc1ccsc1/C=C(\C#N)C(=O)Nc1c(C)n(C)n(-c2ccccc2)c1=O
Compound,25,26,27,28,29,30,31,32
GSH fluor,18,38,13,34,26,12,12,13
Rac1 mut GTP,97.0,99.0,98.0,98.0,98.0,97.0,?,100.0
Avidin fluor,33,7,26,12,4,8,36,12
Rab7 wt modul,99.0,99.0,96.0,99.0,101.0,103.0,?,102.0
Rab2 wt GTP,98.0,98.0,97.0,99.0,99.0,103.0,?,102.0
Rac1 wt modul,97.0,101.0,96.0,106.0,104.0,97.0,?,107.0
ABCG2 inh,1.1,2.7,0.6,1.1,1.1,2.9,3.0,8.6
Cdc42 wt,98.0,102.0,99.0,101.0,100.0,101.0,?,103.0
ABCB1 inh,0.7,1.2,0.3,-0.5,0.3,0.2,0.3,1.1
Pf gamet viab,7.8,nt,nt,4.1,nt,7.9,nt,2.7
HRas wt GTP bind,99.0,100.0,98.0,101.0,100.0,101.0,?,103.0

33) CCOC(=O)NCc1ccc2c(c1)OCO2
34) Cn1c(=O)c2c(n(Cc3ccccc3)c1=O)NC(=O)C2CC(=O)N1CCc2ccccc2C1 (stereo not given)
35) N/C(=N\OC(=O)COc1ccccc1)c1ccccn1
36) Cc1cc2c(c(=O)n1CCN(C)C)C(c1ccc(Cl)cc1)C(C#N)=C(N)O2 (stereo not given)
37) O=C(NCc1ccccn1)NC1CCCCC1
38) CCc1ccc(NC(=O)Cc2cn(C)c3ccccc23)cc1
39) Clc1ccc(CNc2cnccn2)cc1
40) COc1ccc2c(c1)c(C(O)CN1CCC(Cc3ccccc3)CC1)c(C)n2C (stereo not given)
Compound,33,34,35,36,37,38,39,40
GSH fluor,15,22,15,26,8,26,10,10
Rac1 mut GTP,100.0,96.0,101.0,101.0,99.0,99.0,97.0,97.0
Avidin fluor,9,1,12,20,3,32,25,20
Rab7 wt modul,102.0,97.0,102.0,96.0,101.0,94.0,97.0,95.0
Rab2 wt GTP,99.0,99.0,100.0,99.0,99.0,103.0,96.0,96.0
Rac1 wt modul,103.0,102.0,105.0,105.0,105.0,102.0,100.0,100.0
ABCG2 inh,0.6,7.6,2.0,8.9,2.0,37.2,5.5,4.3
Cdc42 wt,94.0,99.0,103.0,102.0,100.0,98.0,98.0,100.0
ABCB1 inh,0.3,-0.1,0.1,0.6,-0.2,0.9,1.6,2.4
Pf gamet viab,-0.2,nt,22.3,nt,nt,nt,-22.4,nt
HRas wt GTP bind,99.0,99.0,101.0,100.0,99.0,99.0,99.0,98.0

41) O=C(Nc1ccccn1)c1cc2ccccc2o1
42) COc1ccc(NC(=O)NCCN2CCN(c3cccc(Cl)c3)CC2)cc1
43) O=C(O)CSCc1ccc(Cl)cc1
44) CC(C)c1onc(C(=O)N2CCOCC2)c1[N+](=O)[O-]
45) C#CCNC(=O)C1=C[C@@H](c2ccc(Br)cc2)[C@H](CCCO)[C@@H](OCC)O1
Compound,41,42,43,44,45
GSH fluor,19,17,26,14,21
Rac1 mut GTP,97.0,97.0,104.0,100.0,95.0
Avidin fluor,10,5,15,5,5
Rab7 wt modul,102.0,96.0,100.0,93.0,105.0
Rab2 wt GTP,100.0,95.0,103.0,96.0,97.0
Rac1 wt modul,102.0,97.0,109.0,99.0,96.0
ABCG2 inh,0.4,2.0,3.6,0.6,2.3
Cdc42 wt,101.0,96.0,106.0,94.0,95.0
ABCB1 inh,0.2,0.7,0.6,0.1,0.8
Pf gamet viab,nt,nt,4.0,3.5,5.8
HRas wt GTP bind,102.0,96.0,104.0,97.0,97.0

# Filtered by structure, those above with an NH in an aromatic ring.
3) Nn1c(Cc2ccccc2F)n[nH]c1=S
5) O=C(CSc1nnc(Cc2cc(=O)[nH]c(=O)[nH]2)n1-c1ccc(Cl)cc1)NC1CCCC1
9) COc1ccc(CN(Cc2cc3cc(C)ccc3[nH]c2=O)C(=O)N(C)C)cc1
12) CCOc1ccccc1NC(=O)C1CCCN(S(=O)(=O)c2c(C)[nH]c(=O)[nH]c2=O)C1 (stereo not given)
22) CCOc1ccccc1NC(=O)CSc1c(C)n[nH]c1C
31) COc1ccc(-c2[nH]nc3oc(=O)cc(C)c23)cc1
Compound,3,5,9,12,22,31
GSH fluor,12,22,15,15,13,12
Rac1 mut GTP,94.0,98.0,92.0,99.0,102.0,?
Avidin fluor,12,7,13,7,6,36
Rab7 wt modul,94.0,101.0,96.0,100.0,99.0,?
Rab2 wt GTP,95.0,98.0,91.0,99.0,102.0,?
Rac1 wt modul,94.0,105.0,91.0,100.0,107.0,?
ABCG2 inh,2.9,1.0,-0.2,-0.2,0.8,3.0
Cdc42 wt,95.0,100.0,95.0,101.0,100.0,?
ABCB1 inh,1.6,0.4,0.0,0.0,0.2,0.3
Pf gamet viab,nt,nt,nt,nt,nt,nt
HRas wt GTP bind,96.0,101.0,94.0,100.0,102.0,?
